# NR2E3 ag-1 – activates human NR2E3 receptor | CHO-S Gal4-NCOR/VP16-NR2E3 two-hybrid, luciferase | inhibition of corepressor binding, % at 3.98 µM | AID 602229 | actives 0.35% (n = 360,000);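 active = inhibition above the mean of all tested compounds plus 3 SD, cut at about 70% in these data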;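 note: 0% = DMSO with NR2E3 transfected cells and 100% = cells lacking NR2E3 construct; higher means lower luciferase signal from less NR2E3 corepressor binding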
# Target sequence (Q9Y5X4 whole entry, looked up, the tested form may be a part): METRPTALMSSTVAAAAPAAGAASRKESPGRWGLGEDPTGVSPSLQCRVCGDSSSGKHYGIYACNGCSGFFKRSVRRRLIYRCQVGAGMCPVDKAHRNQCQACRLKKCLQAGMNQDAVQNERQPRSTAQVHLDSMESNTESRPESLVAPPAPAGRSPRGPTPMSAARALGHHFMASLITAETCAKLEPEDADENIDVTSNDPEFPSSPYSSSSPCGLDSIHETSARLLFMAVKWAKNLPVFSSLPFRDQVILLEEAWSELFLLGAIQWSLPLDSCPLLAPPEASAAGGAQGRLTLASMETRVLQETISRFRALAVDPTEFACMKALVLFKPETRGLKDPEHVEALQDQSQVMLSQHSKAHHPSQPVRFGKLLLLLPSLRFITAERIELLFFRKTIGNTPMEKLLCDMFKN
# hiPSC survival – hiPSC single-cell survival enhancement; ATPlite luminescence; 100% = ROCK inhibitor wells, 0% = DMSO; survival enhancement, % at 20 µM; actives 0.044% (n = 360,000); AID 602274; in the data active = survival enhancement above about 18%;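 note: cells exposed to compounds for 16 hours before the ATP read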
# EBV LMP1 NFkB – inhibitors of Epstein-Barr LMP1-induced NF-kappaB reporter; actives 0.69% (n = 350,000); inhibition, % at 12.5 µM; LMP1-induced NF-kappaB luciferase reporter cells, luminescence; AID 504558; in the data active = inhibition above about 41%;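 note: 0% = neutral control wells and 100% = reference inhibitor control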
# Shn3 3UTR inh – Schnurri-3 reporter inhibition in Clone20 osteoblasts; Clone20 osteoblast Shn3 3'UTR firefly luciferase, 24 h; inhibition, % at 12.5 µM; actives 0.52% (n = 360,000); AID 588674;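 active = mean inhibition of at least 75% with every replicate also reaching 75%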;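 note: 0% = median of neutral control wells and 100% = pilot-screen positive control compound; some compounds past the cut are filed as inactive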
# KKLEB cytotox – CF airway cell cytotoxicity counter-screen | KKLEB CF airway cells viability, ATPlite luminescence, overnight; active compounds read low; cells stimulated with P. aeruginosa culture filtrate | AID 602141 | activity change (cytotoxicity), % at 5 µM | actives 0.36% (n = 360,000);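 active = corrected activity change at or below -50% at 5 µM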
# HIF-2a inh – HIF-2a inhibition; 786-0 RCC cells HIF-2a reporter, luciferase luminescence, overnight; inhibition, % at 18.8 µM; actives 0.72% (n = 360,000);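 active = inhibition of the luminescence signal of 40% or more relative to plate controls, in a single-dose primary screen at 18.75 µM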
# CF NFkB inh – cystic fibrosis NF-kB activation inhibition | KKLEB NF-kB-GFP reporter, PAF-induced, GFP fluorescence overnight | inhibition, % at 5 µM | actives 0.86% (n = 360,000) | AID 588850;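 active = at least 50% inhibition at 5 µM, scaled per plate between neutral and stimulator controls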;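 note: PAF is a Pseudomonas aeruginosa culture filtrate used as stimulus; plate controls were PAF-stimulated DMSO wells for no effect and unstimulated DMSO wells for full effect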
# TRAIL sens C8 – caspase-8 TRAIL sensitization | NB7+C8 cells + TRAIL, ATPlite viability luminescence | inhibition (viability loss, TRAIL sensitization), % at 10 µM | actives 1% (n = 360,000) | AID 624354;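 active = compounds causing at least 50% loss of cell viability in the single-dose screen, relative to plate controls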
# Peg3 prom inh – Peg3 promoter activity inhibition | HeLa PEG-Prom luciferase reporter, luminescence, overnight | inhibition, % at 20 µM | actives 1.7% (n = 360,000);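 active = inhibition of at least 50% at 20 µM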
# MITF TRPM1 inh – reduces MITF-dependent TRPM1 promoter luciferase signal; SK-MEL-5 TRPM1 promoter luciferase, 24 h; actives 0.83% (n = 330,000); inhibition, % at 12.5 µM;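 active = mean inhibition across replicates of 60% or more, whatever share of single replicates reaches that level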; note: values of inactives mirror those of a sister screen read the other way
# NR2E3 ag-2 – agonists of human nuclear receptor NR2E3. actives 0.12% (n = 320,000). AID 2300. GST-NR2E3/biotin-RetCOR TR-FRET, 1536-well. inhibition of corepressor binding, % at 4.78 µM;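 active = percent inhibition above the cutoff of mean plus 3 SD of all tested compounds, set per screening campaign, cut at about 20% in these data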;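 note: 0% = DMSO wells and 100% = biotin wells as full block of FRET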
#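 system = GST-tagged NR2E3 plus biotinylated RetCOR corepressor | input = 1.35 nM GST-NR2E3 | also added = 7 nM biotin-RetCOR | schedule = 5 h incubation at 4 °C | measured by = TR-FRET with europium anti-GST and streptavidin-D2, 340 nm excitation | read-out = percent loss of FRET ratio relative to control wells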
# Starred values were filed as active, the others as inactive; / = no result given. This is a subset, so the mix of outcomes need not match the whole.
SMILES,NR2E3 ag-1,hiPSC survival,EBV LMP1 NFkB,Shn3 3UTR inh,KKLEB cytotox,HIF-2a inh,CF NFkB inh,TRAIL sens C8,Peg3 prom inh,MITF TRPM1 inh,NR2E3 ag-2
CC(=O)O[C@H]1CCC2C3CC[C@H]4[C@@H](O)[C@H](O)CC[C@]4(C)C3CC[C@@]21C (stereo partly specified),1.1,7.3,0.5,96.2*,-2.2,-0.2,-13.0,10.8,7.5,5.3,/
CCc1ccc(CN2CCN(Cc3cc(Br)ccc3O)CC2)cc1,-8.1,2.6,7.4,36.8,-11.0,12.4,8.8,1.3,24.3,0.5,3.5
CCC(c1nnnn1C(C)(C)C)N1CCC2(CC1)C(=O)NCN2c1ccccc1 (stereo unspecified),7.1,-0.5,/,8.2,-3.8,4.2,-3.4,43.0,-3.0,/,/
COc1ccccc1CCNCc1cccc(C(F)(F)F)c1,-2.2,-0.7,-6.6,-15.4,10.8,17.1,-11.3,-15.1,22.9,-3.7,0.3
CC1=CC(=C2C(=O)NC(=S)NC2=O)C=C(C(F)(F)F)N1C,5.6,3.3,-11.9,-9.7,-1.6,13.7,-2.7,0.6,-3.7,0.7,0.7
N#C/C(=C\c1ccc(O)cc1)C(=O)O (tested in a mixture with another compound),-19.6,3.2,-0.7,-5.8,-5.6,2.6,-3.6,18.1,2.3,-9.0,/
CC(C)N1CCN(Cc2cccc3c2OCO3)CC1CCO (stereo unspecified),10.7,2.6,4.8,1.5,5.9,15.1,9.7,-5.3,-1.6,-13.8,0.9
O=C1CN=C(c2ccc(F)cc2)c2oc3ccccc3c2N1,7.1,3.5,-6.1,-8.6,-1.6,11.1,-7.5,-13.5,11.1,-4.8,-0.4
C#CCOc1cc(C2C3=C(COC3=O)Nc3cc4c(cc32)OCO4)ccc1OC (stereo unspecified),17.8,1.0,2.1,-6.9,-22.8,30.1,44.7,-20.4,-0.2,34.0,2.7
CCOc1ccc(C2CC(c3c(O)n(C)c(=O)n(C)c3=O)=NN2)cc1 (stereo unspecified),-55.4,-0.4,13.7,7.9,6.4,-68.1,-26.6,73.9*,-0.8,0.1,-3.1
CN1C(=O)C(=Cc2cn(CC#N)c3ccccc23)C(=O)N(C)C1=O,-1.5,0.0,2.0,-22.2,-10.8,32.3,4.2,-19.5,-3.9,20.4,/
COc1cc2c(cc1OC)C13CCN4C=C5CCOC6CC(=O)N2C1C6C5CC43 (stereo unspecified),-12.4,-2.0,-7.8,8.2,-3.3,11.6,15.0,-3.9,-5.3,0.0,/
COC(=O)C1=C(c2ccc3ccccc3c2)C[C@@H]2CC[C@H]1N2C(=O)NCC1CC1,-15.2,-1.1,7.2,88.8*,2.2,13.9,8.6,-11.8,-5.9,6.2,-1.5
O=c1[nH]c(O)c(N=Nc2ccc(SC(F)F)cc2)c(=O)[nH]1,-28.1,-0.7,5.6,-28.7,-12.1,-193.9,9.8,23.2,-73.0,-32.2,-1.2
O=C1Nc2ccc(Br)cc2C(c2ccc(Cl)cc2)=NC1O (stereo unspecified),-20.8,-0.7,-1.7,-15.7,3.3,20.6,13.7,-3.6,17.2,20.3,/
O=C1NCN(c2ccccc2)C12CCN(C(CCc1ccccc1)c1nnnn1C1CCCCC1)CC2 (stereo unspecified),-22.7,1.3,/,56.7,-0.7,-35.7,12.6,19.8,49.7,/,/
O=C(Cn1c(=O)c(C(F)(F)F)nc2ccccc21)N1CCC2(CC1)OCCO2,-6.3,1.1,6.1,-2.3,5.5,3.3,8.9,4.2,-4.6,-9.2,2.0
CN1CCc2c(c(N3CCCCC3)nc3n[nH]c(N)c23)C1,-1.3,4.9,1.2,-10.7,-2.3,-1.1,-7.4,1.2,12.8,7.2,2.3
N#CC(C#N)=Cc1ccc(-c2ccccc2F)o1,-48.5,-0.8,-20.3,13.5,13.6,-6.7,-57.5,-0.8,-31.7,4.8,-0.1
O=c1c2ccccc2nc(CNCc2ccco2)n1-c1ccc(F)cc1,-3.4,-0.9,0.4,5.9,-7.8,15.7,5.8,-12.4,13.0,-1.5,-1.2
O=[N+]([O-])c1ccc(NCCO)c2ncccc12,-11.1,-1.3,0.1,-14.4,13.6,14.3,-12.8,9.4,-110.0,-7.7,-6.4
O=C(CCc1ccccc1)N1Cc2cc(-c3cccc(F)c3)ccc2-n2nncc2C1,2.6,3.0,/,-9.0,-5.2,10.0,-3.7,10.1,20.3,/,/
c1ccc(-c2cc(-c3ccccc3)[n+](-c3ccccc3)c(-c3ccccc3)c2)cc1,-8.6,-0.8,38.9,16.3,-31.6,8.2,29.2,75.2*,110.5*,92.4*,4.0
CC(C)Oc1cc(-n2c(=S)[nH]c3ccccc3c2=O)c(Cl)cc1Cl,-26.5,9.0,2.6,-3.7,-14.7,19.5,7.9,-4.5,27.5,3.9,-1.0
COc1cc(OC)cc(C(=O)Nc2ccc(Br)cc2C(=O)c2ccccc2)c1,-10.8,1.1,0.6,7.4,-7.8,9.4,11.0,-8.3,5.1,-2.1,1.1
N#CC(C#N)=NNc1ccc(-n2ccc(C(F)(F)F)n2)cc1,95.5*,3.2,59.7*,/,-45.9,-21.4,79.2*,41.3,21.1,41.9,1.6
COC(=O)C1=C(c2ccc3ccccc3c2)C[C@@H]2CC[C@H]1N2C(=O)NCCNC(C)=O,-12.5,4.7,5.8,7.9,5.7,12.3,-6.3,6.9,3.1,10.0,3.6
CNC(=O)Oc1c(C)[nH]ccc1=O,-28.7,-1.4,-16.4,-10.0,0.2,17.2,2.8,10.2,-2.3,/,/
CCCC(C)(COC(N)=O)COC(=O)NC(C)C (stereo unspecified),14.8,3.9,3.7,68.9,1.5,13.5,-11.1,-4.8,2.3,5.2,3.5
CCOc1ccc(N2C(=O)CC(=O)NC2=O)cc1,6.9,-0.7,2.0,-2.1,10.2,-4.7,9.3,3.1,-1.8,-1.2,-2.4
C=CC12CN(C)[C@@H]3C4CO[C@H](C[C@H]41)[C@]1(C(=O)Nc4ccccc41)[C@@H]32 (stereo partly specified),8.9,1.7,2.1,7.0,3.3,3.5,6.8,3.9,4.5,2.1,2.1
Cc1ccccc1-c1ccc2c(c1)C1c3c(-c4ccccc4)nnn3-c3ccccc3C(=O)N1CC2 (stereo unspecified),10.8,-0.9,/,-8.8,-0.5,-8.4,-17.8,-2.0,-6.0,/,/
Cc1cc(=O)[nH]c(SCc2nc3ccccc3c(=O)n2-c2ccccc2C)n1,-0.6,-0.1,2.9,-2.1,11.1,17.1,-1.0,-5.2,1.7,-6.7,0.7
O=C(COc1ccc(Cl)cc1)N1CCN(C/C=C/c2ccccc2)CC1,0.7,-1.4,7.9,29.6,-1.6,12.5,10.3,2.5,13.2,4.2,3.1
CC1(C)NC(=S)C(C)(C)N1N=O,-22.1,-0.3,-3.1,8.4,-5.8,7.5,11.6,-9.3,-5.1,-2.3,/
COc1cccc(-n2c(C)nc3ccccc3c2=O)c1,20.0,-1.0,-2.2,6.8,3.0,3.2,-10.0,-5.8,18.4,2.8,1.6
C[C@H]1CC[C@@]2(C)[C@@H](CC[C@@H]3[C@@H]2CC[C@]2(C)[C@@H](O)CC[C@@H]32)C1,-25.9,-0.4,-5.9,-16.2,-0.3,-5.5,-9.8,-1.7,14.1,-8.0,-0.3
O=C(N/N=C/c1c(O)n(C2CCCCC2)c(=S)[nH]c1=O)c1ccccc1,-10.5,-0.7,10.0,-17.8,4.8,-2.2,11.5,7.2,1.5,6.1,0.4
O=c1c2ccccc2nc(-c2ccccc2)n1-c1cccc(O)c1,-7.3,-0.1,-1.2,13.5,15.2,12.2,-14.8,4.3,15.2,1.9,4.0
NP(=O)(OCC(F)(F)F)Oc1cccc2ccccc12 (stereo unspecified),-21.4,0.2,2.6,6.2,4.3,7.7,-0.8,7.6,5.2,3.8,1.3

# 5 of the compounds above, with values under each structure.
# Every second line gives: NR2E3 ag-1	hiPSC survival	EBV LMP1 NFkB	Shn3 3UTR inh	KKLEB cytotox	HIF-2a inh	CF NFkB inh	TRAIL sens C8	Peg3 prom inh	MITF TRPM1 inh	NR2E3 ag-2
CC(C)Oc1cc(-n2c(=S)[nH]c3ccccc3c2=O)c(Cl)cc1Cl
→ -26.5	9.0	2.6	-3.7	-14.7	19.5	7.9	-4.5	27.5	3.9	-1.0
COc1cc(OC)cc(C(=O)Nc2ccc(Br)cc2C(=O)c2ccccc2)c1
→ -10.8	1.1	0.6	7.4	-7.8	9.4	11.0	-8.3	5.1	-2.1	1.1
N#CC(C#N)=NNc1ccc(-n2ccc(C(F)(F)F)n2)cc1
→ 95.5*	3.2	59.7*	/	-45.9	-21.4	79.2*	41.3	21.1	41.9	1.6
COC(=O)C1=C(c2ccc3ccccc3c2)C[C@@H]2CC[C@H]1N2C(=O)NCCNC(C)=O
→ -12.5	4.7	5.8	7.9	5.7	12.3	-6.3	6.9	3.1	10.0	3.6
CNC(=O)Oc1c(C)[nH]ccc1=O
→ -28.7	-1.4	-16.4	-10.0	0.2	17.2	2.8	10.2	-2.3	/	/

# (continued)
SMILES,NR2E3 ag-1,hiPSC survival,EBV LMP1 NFkB,Shn3 3UTR inh,KKLEB cytotox,HIF-2a inh,CF NFkB inh,TRAIL sens C8,Peg3 prom inh,MITF TRPM1 inh,NR2E3 ag-2
Cc1nc2ccccc2c(=O)n1/N=C/c1cc(Br)cc(Br)c1O,-17.4,5.3,7.7,32.4,12.6,20.5,16.2,-0.2,32.6,6.8,1.2
C=CCn1c(O)c(C=Nc2ccc(OC)cc2C)c(=O)[nH]c1=O,-4.8,1.0,37.2,12.2,1.4,8.6,7.3,-2.7,4.7,-4.2,-2.4
CN(C)S(=O)(=O)c1cc(C(=O)N2CCC(C(=O)O)(c3ccccc3)CC2)ccc1Cl,9.9,-0.5,7.1,-8.9,-1.0,-5.0,7.2,4.1,3.6,/,3.0
COC(=O)C1=C(c2cc3ccccc3o2)C[C@@H]2CC[C@H]1N2C(=O)NCc1ccc(F)cc1,-14.5,-0.4,-10.8,-14.1,7.8,15.6,-5.7,14.2,30.9,1.2,-5.0
NC(=O)c1ccc(OCCC(O)N2CC=C(c3ccc(F)cc3)CC2)cc1 (stereo unspecified),-31.5,0.8,-0.3,14.3,-27.5,6.6,-2.1,-9.5,-12.3,-15.1,1.5
COC(=O)C1=C(c2cccc(NC(C)=O)c2)C[C@@H]2CC[C@H]1N2C,21.1,-4.3,-4.5,-29.1,-0.3,7.3,-18.6,10.9,-111.5,-11.5,-0.6
Cc1c(C(=O)N2CCC3(CC2)OCCO3)oc2ccc(S(=O)(=O)N3CCCCC3)cc12,2.0,-2.7,3.4,9.3,-5.8,30.1,-1.3,16.9,38.9,9.8,-3.2
COCc1cc(C2SCC(=O)Nc3c2c(=O)[nH]n3C(C)C)ccc1OC (stereo unspecified),-11.3,2.4,-5.8,-1.8,2.1,6.6,-1.5,-15.8,4.0,-0.5,-1.0
CN1CCC(N(C)c2ncnc3ccc(Br)cc23)CC1,15.1,-0.7,6.9,-22.0,-5.5,8.3,11.4,6.6,0.5,0.3,/
O=C(C(Cc1ccccc1)NS(=O)(=O)c1cccc2nsnc12)N1CCC2(CC1)OCCO2 (stereo unspecified),11.4,-1.8,-5.6,8.7,-6.5,11.9,-1.8,-2.2,6.8,-3.6,2.6

# Screening results (PubChem)
